# Compound activity from PubChem BioAssay.
# OXTR ag: human OXTR agonists, primary screen, fluorescence, CHO-OTR cells, Fluo-8 calcium. activation, % at 3 µM. 320,000 compounds, 0.32% hits. Fluo-8 calcium fluorescence; normalized: DMSO 0%, oxytocin 100%. Oxytocin receptor (Homo sapiens), P30559;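 active = activation above the mean of all tested compounds plus 3 SD, cutoff set per screening run, cut at about 20% in these data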;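 also: peak over basal fluorescence ratio from a 100 s FLIPR kinetic read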
# Target sequence (P30559 whole entry, looked up): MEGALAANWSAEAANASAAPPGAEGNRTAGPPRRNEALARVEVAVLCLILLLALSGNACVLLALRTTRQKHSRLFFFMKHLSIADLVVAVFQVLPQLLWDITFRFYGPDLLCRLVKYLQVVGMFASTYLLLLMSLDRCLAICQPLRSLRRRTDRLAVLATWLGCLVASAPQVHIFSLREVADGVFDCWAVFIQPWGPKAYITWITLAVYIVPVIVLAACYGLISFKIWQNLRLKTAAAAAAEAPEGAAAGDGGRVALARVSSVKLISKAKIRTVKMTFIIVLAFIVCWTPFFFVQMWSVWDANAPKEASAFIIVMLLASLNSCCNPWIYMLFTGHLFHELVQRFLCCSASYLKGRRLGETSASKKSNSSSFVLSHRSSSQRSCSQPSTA
# IMP-1 inhibitor: IMP-1 metallo-beta-lactamase inhibitors, primary screen, biochemical, epi-absorbance readout, Pseudomonas aeruginosa enzyme | AID 1556, 2009 | metallo-beta-lactamase IMP-1 (Pseudomonas aeruginosa) | 290,000 compounds, 0.45% hits | purified IMP-1, nitrocefin hydrolysis, epi-absorbance fluorescence | inhibition, % at 5.6 µM;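 active = inhibition above the mean plus 3 SD of all compounds in the same screening run, cut at about 4.5% in these data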;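 also: 0% = IMP-1 with DMSO and 100% = DMSO wells lacking enzyme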
#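 Assay system: purified recombinant IMP-1 beta-lactamase. Input: IMP-1 0.2 nM before substrate addition. Buffer or medium: Zinc- and detergent-supplemented HEPES buffer, pH 7.1. Schedule: 25 °C, 15 min preincubation, 25 min reaction. Signal: Epi-absorbance fluorescence, 480 nm excitation, 530 nm emission. Evaluation: percent inhibition from optical density relative to buffer-blank wells.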
# VIM-2 inhibitor: VIM-2 metallo-beta-lactamase inhibitors, primary screen, biochemical, epi-absorbance readout, Pseudomonas aeruginosa enzyme | purified VIM-2, nitrocefin hydrolysis, epi-absorbance fluorescence | inhibition, % at 5.6 µM | 290,000 compounds, 0.89% hits;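 active = inhibition above the mean of all tested compounds plus 3 SD, cutoff set per screening run, cut at about 7.5% in these data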;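 also: red hydrolysis product quenches plate fluorescence so inhibitors raise well fluorescence; 0% = enzyme with DMSO and 100% = DMSO without enzyme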
# PHOSPHO1 block: PubChem AID 1565 | Phosphoethanolamine/phosphocholine phosphatase (Homo sapiens), Q8TCT1 | recombinant PHOSPHO1, absorbance phosphatase assay | inhibition, % at 13.3 µM | 290,000 compounds, 1.1% hits; in the data active = inhibition above about 60%
# GPR7 antagonist: GPR7 receptor antagonists, primary screen, cell-based, fluorescence, single concentration; Neuropeptides B/W receptor type 1 (Homo sapiens), P48145; inhibition, % at 4.4 µM; 290,000 compounds, 1.1% hits; GPR7-expressing cells, fluorescence antagonist assay; in the data active = inhibition above about 16%, passing the limit was not always enough;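 also: cells stimulated with the agonist NPW; 0% = agonist with vehicle and 100% = vehicle without agonist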
# Target sequence (P48145 whole entry, looked up): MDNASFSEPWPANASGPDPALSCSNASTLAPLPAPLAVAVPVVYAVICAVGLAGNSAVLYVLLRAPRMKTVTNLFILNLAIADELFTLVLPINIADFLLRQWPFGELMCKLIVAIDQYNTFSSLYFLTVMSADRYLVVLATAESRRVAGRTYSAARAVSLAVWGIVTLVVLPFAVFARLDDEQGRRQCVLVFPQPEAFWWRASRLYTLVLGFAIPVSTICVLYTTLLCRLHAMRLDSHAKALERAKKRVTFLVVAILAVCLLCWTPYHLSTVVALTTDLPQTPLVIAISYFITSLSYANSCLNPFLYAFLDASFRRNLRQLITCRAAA
# GalR3 antagonist: GalR3 antagonists in HEK293 cells, primary screen, cell-based, fluorescence readout. Galanin receptor type 3 (Homo sapiens), O60755. 360,000 compounds, 0.44% hits. inhibition, % at 3 µM. HEK293 GalR3-CNG cAMP membrane potential fluorescence; galR3 body fused to GalR1 C-terminus. AID 651719, 2012;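 active = inhibition above the screen-wide average plus 3 SD, cut at about 13% in these data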;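 also: forskolin and galanin both at EC90 stimulate the cells; cAMP rise reported by CNG channel membrane potential dye signal; 0% = forskolin plus galanin with DMSO and 100% = forskolin alone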
# Target sequence (O60755 1-299 limits assumed): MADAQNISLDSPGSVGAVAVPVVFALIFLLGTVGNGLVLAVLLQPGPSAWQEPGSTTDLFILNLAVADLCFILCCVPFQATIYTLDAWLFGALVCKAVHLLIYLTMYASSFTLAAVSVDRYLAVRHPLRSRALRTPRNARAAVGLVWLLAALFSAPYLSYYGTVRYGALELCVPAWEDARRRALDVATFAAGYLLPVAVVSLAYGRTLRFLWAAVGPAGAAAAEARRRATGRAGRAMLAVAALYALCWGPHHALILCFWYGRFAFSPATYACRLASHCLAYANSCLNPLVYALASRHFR
# V1R ag counter: agonists of human V1a receptor, primary screen, counter-screen for OXTR agonist project, fluorescence, CHO-V1R cells | 320,000 compounds, 0.25% hits | activation, % at 3 µM | Fluo-8 calcium fluorescence, agonist mode; 0% DMSO, 100% 3 nM vasopressin | Vasopressin V1a receptor (Homo sapiens), P37288;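 active = activation above the mean activation of all tested compounds plus 3 SD, per screening run, cut at about 20% in these data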;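 also: signal is peak over basal fluorescence ratio across a 100 second FLIPR read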
# DNA FID counter: compounds displacing fluorescent DNA intercalator, primary screen, artefact control for HCV NS3 helicase inhibitor project, biochemical, FID fluorescence. DNA fluorescent intercalator displacement. inhibition, % at 7.9 µM. 290,000 compounds, 0.17% hits. AID 1845, 2009; in the data active = inhibition above about 37%;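 also: 0% = vehicle and 100% = reference compound; higher means more ethidium bromide displaced from hairpin DNA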
# HCV NS3 hel inh: inhibitors of HCV NS3 helicase, primary screen, biochemical, Cy5 molecular beacon fluorescence. AID 1800, 2009. NS3 helicase DNA unwinding. 290,000 compounds, 0.56% hits. inhibition, % at 10.9 µM. Hepatitis C virus NS3 helicase;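 active = inhibition above the mean of all tested compounds plus 3 SD, set per campaign, cut at about 35% in these data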;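 also: 0% = DMSO wells and 100% = thioflavine S control wells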
#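 Assay system – hepatitis C virus NS3 helicase domain fragment enzyme · Buffer or medium – MOPS pH 6.5, MgCl2, DTT, Tween20, BSA · Reagent – Cy5/quencher beacon DNA duplex and ATP to start · Compound – single 10.9 µM dose · Timing – 1 h at 25 °C · Technique – Cy5 beacon fluorescence read at start and 1 h · Measure – % inhibition of unwinding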
# Starred values were filed as active, the others as inactive; · = not tested or not shown.
SMILES,OXTR ag,IMP-1 inhibitor,VIM-2 inhibitor,PHOSPHO1 block,GPR7 antagonist,GalR3 antagonist,V1R ag counter,DNA FID counter,HCV NS3 hel inh
COc1cc(OC)c2c(-c3ccccc3)cc(=O)oc2c1,-1.9,-0.4,-1.0,24,-9,-5,-1.1,-8,3
CCC(C)[C@H](NC(=O)N1CCn2c1nc1ccccc12)C(=O)NCc1ccccc1 (stereo partly specified),-1.2,-3.6,-1.7,36,-3,1,0.1,-33,-7
O=C(CSc1ccccc1C(=O)O)NC1CCCCCCC1,0.5,-3.1,-2.4,2,-19,-3,1.5,-4,-9
N=c1n(CCN2CCCCC2)c2ccccc2n1CC(=O)c1ccc(Cl)c(Cl)c1,-0.4,-2.1,-1.5,12,13,4,0.0,17,-77
Cc1[nH]c2ccccc2c1/C=N/NC(=O)c1ccc(N)cc1,-0.6,-1.8,-0.3,18,1,-7,2.5,0,4
C/C=C/c1ccc(OCCCN2C(=O)NC(C)(C)C2=O)c(OC)c1,-1.1,-1.2,-3.5,12,-3,-5,0.7,-23,1
COc1ccccc1NC(=O)Nc1c(C)n(C)n(-c2ccccc2)c1=O,1.1,0.8,-1.0,17,-5,-1,0.4,-6,1
COc1ccccc1CC(=O)Nc1ccc(O)cc1C(=O)O,-0.1,-0.6,-2.5,-14,-9,-2,0.2,3,-2
NS(=O)(=O)c1ccc(CNC(=O)c2ccccn2)cc1,1.2,-3.3,-3.3,20,-3,-4,0.3,-8,8
Cc1ccn2cc(CCNC(=O)C3CC=CCC3C(=O)O)nc2c1 (stereo unspecified),0.4,-3.1,-2.5,37,-3,-5,0.2,-2,1
CCc1ccc(C2=NNC(=Nc3c(C)n(C)n(-c4ccccc4)c3=O)SC2)cc1,-2.1,-2.6,-3.0,-35,-21,0,-1.3,-19,-1
Cc1cc(S(=O)(=O)NCc2ccco2)c(C)cc1Cl,-0.8,-2.9,-1.2,-16,-9,-2,-0.2,-22,3
COc1ccc(C)cc1NS(=O)(=O)c1cn(C)c(=O)n(C)c1=O,1.1,-5.8,-1.5,15,-8,·,-0.3,-5,2
CCOC(=O)c1cnn(-c2cc(C)nc3c(-c4ccccc4)c(C)nn23)c1N,-0.9,-6.0,2.0,-1,-11,0,-0.2,-4,-9
CC(=O)Nc1ccc(C2(c3ccc(NC(C)=O)cc3)NC(=O)c3ccccc32)cc1,0.5,-2.9,-3.4,30,-9,-6,1.9,-17,1
O=C(Nc1cc(Cl)ccc1N1CCCCC1)c1cccs1,-1.7,-0.8,-4.0,-11,1,-5,-0.2,1,-1
O=C(Nc1cc(S(=O)(=O)N2CCOCC2)ccc1N1CCCC1)C1COc2ccccc2O1 (stereo unspecified),-0.4,0.9,0.2,12,22,-6,-1.2,-35,9
COC(=O)COc1ccc2c(=O)c(Oc3ccccc3)c(C)oc2c1,-0.6,0.3,-2.4,-27,-1,-5,4.4,-1,-5
CCOc1nc(NC(C)C)nc(NC(C)C)n1,0.0,-1.6,-2.2,32,-10,3,-0.1,-5,-8
COc1ccc(-c2cc(C(F)(F)F)nc(SCc3cccc(C(=O)O)c3)n2)cc1,3.2,0.5,-0.7,30,-5,-3,0.8,-10,21
CCc1noc(C)c1C(=O)Nc1sc(C(=O)N(C)C)c(C)c1C#N,-0.1,-0.4,-0.1,20,-9,2,0.8,-13,-1
COc1cc(NC(=O)c2cccc([N+](=O)[O-])c2C)ccc1NC(=O)c1ccco1,2.0,-5.0,-1.1,5,-13,4,5.8,-1,-5
CC1(c2ccc(OCC#N)cc2)C=C(c2ccc(OCC#N)cc2)n2nc(C(F)(F)F)nc2N1 (stereo unspecified),0.8,-2.9,-2.0,-6,11,-7,0.9,-19,-12
CC(C)c1ccc(C(C)NCCS(=O)(=O)c2ccc(Cl)cc2)cc1 (stereo unspecified),0.3,-3.9,-1.9,73*,6,-4,1.3,17,-38
Cc1c(NS(=O)(=O)c2cc(C(=O)OCC(=O)N3CCC(C)CC3)ccc2Cl)c(=O)n(-c2ccccc2)n1C,-2.3,-2.0,-0.8,52,0,-6,0.6,-36,-9
CN1c2ccsc2C(O)=C(C(=S)Nc2ccc(F)c(Cl)c2)S1(=O)=O,1.4,-7.0,-1.1,92*,2,7,2.0,-3,29
O=C(O)c1cccc(-n2cccc2/C=C2\NC(=O)N(Cc3ccc(F)cc3)C2=O)c1,-1.6,-2.3,-2.7,34,-3,0,0.5,-34,14
COC(=O)CSc1nc(C)cc(N2CCOCC2)n1,1.0,-2.0,-2.6,34,-8,-2,0.7,0,-5
Cc1ccc(S(=O)(=O)N2CCCCC2)cc1C(=O)NCC1CCCO1 (stereo unspecified),-0.7,-1.8,-1.1,-28,-19,-1,0.9,-10,2
O=S(=O)(Nc1cccc2ccccc12)c1ccccc1,-0.5,-1.3,-1.2,20,-2,-7,0.3,-6,0
CNC(=S)N1N=C(c2ccc(Br)cc2)CC1c1ccc(N(C)C)cc1 (stereo unspecified),0.1,-2.4,-1.6,57,6,-4,0.8,-17,-4
N/C(=N\OC(=O)CCCC(=O)O)c1ncc(C(F)(F)F)cc1Cl,0.1,-2.0,-2.1,6,-21,4,0.7,4,-12
CC(=O)C1=C(O)C(=O)N(Cc2ccccc2)C1c1cccc([N+](=O)[O-])c1 (stereo unspecified),1.2,-4.4,-3.4,23,-5,-9,1.3,-10,10
CCCCOc1ccccc1NC(=O)CSc1nnnn1C(C)(C)C,-2.3,-1.5,-3.2,9,-2,-4,-1.9,-28,-11
CCCC(=O)Nc1ccc(N2CCN(C(=O)c3cccs3)CC2)cc1,0.2,-5.2,-2.0,14,-4,-2,0.8,-5,4
COc1ccc(CNC(=O)C(=O)NC2CCC(C)CC2)cc1 (stereo unspecified),-0.8,-0.2,-0.4,30,-1,-6,0.0,-10,2
COc1ccc(C2C(C#N)=C(N)Oc3c2oc(CO)cc3=O)c(OC)c1OC (stereo unspecified),-0.3,-4.2,6.0,-39,2,-5,-1.1,-8,7
NCCc1nnc(SCC(=O)Nc2ccc(Br)cc2)o1,0.1,-1.9,-1.3,29,10,-1,0.2,7,6
COc1ccc(S(=O)(=O)Nc2nc3c(s2)CCCC3)cc1,2.4,-2.8,-3.8,19,1,-6,2.8,-24,-2
CCC1CN(C)C2Cc3c([nH]c4ccccc34)C(=O)CC1C2C(=O)OC (stereo unspecified),0.5,-1.6,0.4,5,10,-4,-0.1,-8,2
COC(=O)CCCNC(=O)c1ccc2oc(CCCc3ccccc3)nc2c1,-0.4,-2.9,-1.4,·,25,-8,1.0,-36,1
O=S(=O)(NCCC1=CCCCC1)c1ccc(F)cc1,-1.2,-2.9,-0.8,6,-17,-4,-1.1,-13,-1
Cc1ccc(Cn2nnnc2CN2CCC(c3nc4ccc(Cl)cc4[nH]3)CC2)cc1,0.7,-5.3,-3.8,-3,6,-10,1.3,-25,-8
CCN(C(=O)COc1ccccc1)C1CCCCC1,-1.9,-3.0,-3.1,-1,-17,6,-0.1,-7,-9
O=C1CCC(C(=O)N2CCC(CO)CC2)CN1Cc1ccc(Cl)cc1 (stereo unspecified),-0.1,-3.8,-2.1,18,-5,-5,0.4,-11,-17
COc1cccc(C2NC(=O)NC(C)=C2C(=O)OCC2CCCCC2)c1 (stereo unspecified),-1.1,-2.1,-2.5,19,-17,-6,-0.1,-33,1
Cc1cccc(COCC(Cc2ccccc2)N2CCN(C(=O)c3cccc(C)c3)CCC2=O)c1 (stereo unspecified),-1.4,-2.0,-2.5,40,1,-7,-0.1,-42,-9
CN(CC(=O)Nc1ccccc1Cl)CC(=O)Nc1ccccc1[N+](=O)[O-],-0.1,-0.5,2.1,21,5,0,0.3,-6,11

# Taken from above:
# For OXTR ag, Cc1cccc(COCC(Cc2ccccc2)N2CCN(C(=O)c3cccc(C)c3)CCC2=O)c1 (stereo unspecified) shows -1.4
# For OXTR ag, O=C1CCC(C(=O)N2CCC(CO)CC2)CN1Cc1ccc(Cl)cc1 (stereo unspecified) shows -0.1

# Next records follow.
SMILES,OXTR ag,IMP-1 inhibitor,VIM-2 inhibitor,PHOSPHO1 block,GPR7 antagonist,GalR3 antagonist,V1R ag counter,DNA FID counter,HCV NS3 hel inh
O=C(O)CCC(=O)Nc1cccc(C(=O)Nc2cccc(Cl)c2)c1,0.2,-0.6,-1.1,32,6,5,-0.1,-2,-2
CCN(CC)c1ccc(NC(=O)c2cccc(F)c2)c(C)c1,-1.7,-2.8,-2.5,30,20,3,-1.3,-6,-1
CC(C)N(C(=O)C[n+]1ccsc1N)c1ccccc1,0.5,-1.8,-0.6,5,-6,-5,0.5,0,3
CC1CC2=C(C(=O)O1)C(C)Nc1ccccc1N2 (stereo unspecified),-0.1,-1.6,-3.2,6,-8,-3,-0.8,-2,11
O=C(Nc1c2c(nn1-c1ccc([N+](=O)[O-])cc1)CS(=O)(=O)C2)c1cccs1,2.2,-4.4,-3.1,43,-9,0,2.9,8,11
NS(=O)(=O)c1ccc(CNC(=O)CCSCCC(=O)NCc2ccc(S(N)(=O)=O)cc2)cc1,0.4,-3.6,-5.1,31,-4,-1,0.7,-4,11
CCn1nc(C)cc1C(=O)N1CCCC(N2CCN(c3ccccc3OC)CC2)C1 (stereo unspecified),-0.2,-3.9,1.0,35,-20,2,0.9,-27,4
Cc1cc(C(=O)CN2C(=O)NC3(CCCCC3)C2=O)c(C)n1C,-0.3,-0.2,3.0,32,-6,-6,-0.3,-3,-7
NC1=NC[C@H](CC2CCCCC2)N1CCc1cc(C(F)(F)F)cc(C(F)(F)F)c1,5.7,·,·,-9,·,-2,0.8,·,·
COc1ccc(C(=O)NNC(=O)c2ccncc2)cc1,0.5,-3.1,-1.4,13,-4,-9,-0.2,2,4
CC1C2C(c3ccccc3)N(C)C(=O)N(C)C2N(C)C(=O)N1C (stereo unspecified),0.7,0.4,2.8,4,1,1,1.4,-3,3
CCN(CC)S(=O)(=O)c1ccc(C)c(NC(=O)COc2ccc(Br)cc2Cl)c1,0.5,-3.2,-2.2,2,1,-1,-0.7,1,0
CCOC(=O)[C@@H]1[C@H]2COc3ccccc3[C@@H]2N2C(=O)N(c3cccc(C)c3)C(=O)[C@]12C,-2.2,-1.4,0.2,4,1,-5,-1.4,-37,4
